Gli-Sufu antag: blocks Gli-Sufu signaling in a luciferase reporter; Sufu-KO-LIGHT fibroblasts, Gli luciferase reporter luminescence; inhibition, % at 5 µM; hit rate 0.74% among 340,000;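 active = inhibition above about 55%, limit read from the data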;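 note: 0% = DMSO-treated cells and 100% = wells with medium but no cells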
CXCR6 inh: CXCR6 (human) receptor inhibition. inhibition, % at 20 µM. AID 602244. hit rate 0.36% among 360,000. CHO-K1 PathHunter CXCR6 beta-arrestin, luminescence; in the data active = inhibition above about 34%, passing the limit was not always enough;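 note: antagonist mode with CXCL16 agonist at 10 nM final; 0% = 10 nM CXCL16 with DMSO and 100% = unstimulated wells without agonist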
MPTP block: blocks calcium-induced mitochondrial swelling; inhibition, % at 10 µM; isolated mouse mitochondria, Ca2+ swelling absorbance, 30 min; hit rate 1.4% among 360,000;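 active = inhibition of 50% or more, scaled per plate between neutral and stimulator controls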;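 note: 0% = DMSO wells given calcium and 100% = 1 mM EGTA wells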
A3G deaminase: APOBEC3G (human) deaminase inhibition; recombinant A3G, ssDNA deamination FAM/TAMRA fluorescence; inhibition, % at 20 µM; hit rate 0.28% among 330,000;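 active = inhibition of at least 40% at 20 µM, with no more than 30% in the related APOBEC3A deaminase screen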;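 note: plate controls were DMSO wells with A3G for no effect and wells lacking A3G enzyme for full effect; some compounds called inactive have numbers as strong as hits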
CCR6 antagonist: CCR6 (human) receptor antagonism. CHO-K1 CCR6 PathHunter beta-arrestin, luminescence, CCL20-stimulated. inhibition, % at 20 µM. P51684. hit rate 0.49% among 340,000;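 active = compounds whose inhibition of the agonist-driven luminescence signal at 20 µM reaches about 50%, limit read from the data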;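 note: cells stimulated with CCL20 at 14 nM final; plate controls were DMSO with CCL20 for no effect and DMSO without agonist for full effect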
Target sequence (P51684 whole entry, looked up): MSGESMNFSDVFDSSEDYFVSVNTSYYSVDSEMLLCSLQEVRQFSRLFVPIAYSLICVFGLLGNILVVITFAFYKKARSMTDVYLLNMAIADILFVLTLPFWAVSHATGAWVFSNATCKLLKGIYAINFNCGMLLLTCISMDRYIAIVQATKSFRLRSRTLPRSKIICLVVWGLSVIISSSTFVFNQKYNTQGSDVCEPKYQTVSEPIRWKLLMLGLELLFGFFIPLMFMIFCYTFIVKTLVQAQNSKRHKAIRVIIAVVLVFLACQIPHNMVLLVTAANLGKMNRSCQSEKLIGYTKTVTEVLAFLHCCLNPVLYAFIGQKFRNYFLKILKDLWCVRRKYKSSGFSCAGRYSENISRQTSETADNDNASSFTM
APOBEC3A inh: inhibitors of human APOBEC3A DNA deaminase | P31941 | recombinant A3A, FAM/TAMRA ssDNA deamination fluorescence | inhibition, % at 20 µM | hit rate 0.41% among 330,000 | AID 493011;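 active = at least 40% inhibition at 20 µM here, with at most 30% in a related deaminase screen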;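 note: plate controls were A3A with DMSO for no effect and wells lacking A3A enzyme for full effect; some results filed as inactive read as strong as hits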
Target sequence (P31941 whole entry, looked up): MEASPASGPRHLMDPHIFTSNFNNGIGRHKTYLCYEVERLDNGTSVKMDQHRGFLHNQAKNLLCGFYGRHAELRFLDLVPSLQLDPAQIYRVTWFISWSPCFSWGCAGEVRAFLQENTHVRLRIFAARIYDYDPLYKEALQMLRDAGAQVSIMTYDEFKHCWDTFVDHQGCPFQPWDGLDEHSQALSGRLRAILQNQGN
GRIN3A LBD mod: NR3A (human) ligand-binding domain modulation. hit rate 2.5% among 340,000. AID 1259313. NR3A LBD differential scanning fluorimetry, Tm shift; 0% = protein alone, 100% = glycine-bound protein. Tm shift relative to glycine control, % at 25 µM;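 active = melting temperature shift of at least 10% of the positive control shift, at one fixed dose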
EBI2 antag: blocks human EBI2 receptor beta-arrestin signaling; EBI2 beta-arrestin recruitment, luminescence, 7a,25-OHC stimulated; inhibition, % at 5 µM; hit rate 0.81% among 360,000; AID 651636; in the data active = inhibition above about 38%;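 note: enzyme fragment complementation signal reports receptor beta-arrestin coupling in cells; 0% = agonist plus DMSO wells and 100% = wells without agonist; some results beyond the cut were filed as inactive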
Target sequence (P32249 whole entry, looked up, the tested form may be a part): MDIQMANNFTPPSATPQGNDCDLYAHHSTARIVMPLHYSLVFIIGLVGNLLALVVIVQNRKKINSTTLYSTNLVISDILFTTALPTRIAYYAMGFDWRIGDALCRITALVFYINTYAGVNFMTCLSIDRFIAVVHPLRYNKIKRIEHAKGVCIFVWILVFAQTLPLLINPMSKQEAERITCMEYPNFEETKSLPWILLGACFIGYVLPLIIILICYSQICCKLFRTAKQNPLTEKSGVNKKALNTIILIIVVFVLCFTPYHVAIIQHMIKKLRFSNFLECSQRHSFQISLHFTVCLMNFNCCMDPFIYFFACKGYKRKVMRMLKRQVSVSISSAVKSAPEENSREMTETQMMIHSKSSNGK
* hit, by the source's call; x = no result given.

#	SMILES	Gli-Sufu antag	CXCR6 inh	MPTP block	A3G deaminase
1	Nc1ccc(N2C(=O)c3ccccc3C2=O)c(Cl)c1	-1	4	-4.1	0
2	CN(C)CCCNC(=O)C(=O)Nc1cc2c3c(c1)CC(=O)N3CCC2	-9	6	-1.1	3
3	CCOc1ccc(-c2csc(/C(C#N)=C\c3ccc(O)c([N+](=O)[O-])c3)n2)cc1	25	39*	73*	-1
4	Cc1cccc(C)c1Nc1nnc(SCC(=O)NCc2cccs2)s1	0	5	2.4	-5
5	CC(=O)n1nc(-c2cccnc2)nc1NCc1cccs1	-6	-2	2.9	0
6	N/C(=N\OC(=O)c1ccc2c(c1)OCO2)c1ccc(Br)cc1	-59	-17	0.6	-2
7	O=C(Nc1ccc(N2CCN(C(=O)c3cccs3)CC2)cc1)c1ccccc1F	-6	-1	0.5	3
8	CSC1=NSC2=NC(=O)/C(=C\c3ccc(OC(=O)c4ccco4)cc3)C(=N)N12	-10	0	-0.7	10
9	Cc1ccc(S(=O)(=O)NNC(=O)c2sc3nc(C)cc(C)c3c2-n2cccc2)cc1	-5	-10	2.9	2
10	CC(C)c1ccc(NC2CCCN(C(=O)CCn3cnnn3)C2)cc1 (centres undefined)	6	-10	0.3	-5
11	c1ccc2nc(-c3ccc(N4CCOCC4)cc3)ccc2c1	-24	0	4.4	-7
12	O=C1c2ccsc2SCCN1Cc1c(F)cccc1Cl	-3	-2	0.5	-10

#	CCR6 antagonist	APOBEC3A inh	GRIN3A LBD mod	EBI2 antag
1	11	2	-1	1
2	7	6	-1	-7
3	55*	0	8	1
4	10	0	-2	-5
5	8	0	1	0
6	1	-2	3	-12
7	3	-3	-1	-7
8	23	4	1	-25
9	0	1	-1	3
10	13	-5	-1	0
11	-12	-3	-3	9
12	9	0	0	0

The list goes on:
#	SMILES	Gli-Sufu antag	CXCR6 inh	MPTP block	A3G deaminase
13	CCC(C)(C)C(=O)Nc1nnc(CCc2ccccc2)s1	-53	-7	-0.4	-8
14	CCn1c(O)c(C=Nc2ccccc2)n(-c2ccccc2)c1=S	-4	-18	-0.1	0
15	CN(CCOc1ccc(Cl)cc1)C(=O)C1=CC=CN2CCS(=O)(=O)N=C12	1	-8	-2.0	0
16	CCC(C)n1c(-c2cccc(S(=O)(=O)N(CC)CC)c2)n[nH]c1=S (centres undefined)	21	7	0.8	27
17	Cc1nnc(SCC(=O)Nc2ccc(-c3nc4ccccc4s3)cc2)s1	-69	3	16	x
18	O=C(Nc1nc(-c2ccco2)c(-c2ccco2)s1)c1cnccn1	16	x	x	80
19	O=C(Nc1nc(-c2ccccc2)cs1)C1CCCN(S(=O)(=O)c2ccccc2)C1 (centres undefined)	-8	-8	6.9	-5
20	O=C(CCN1CCOCC1)c1ccccc1	-6	-6	-0.2	-4
21	COc1cccc(C(=O)NNS(=O)(=O)c2ccc(C)cc2)c1	0	-9	0.1	-19
22	COCCn1c(SCC(=O)Nc2ccc3c(c2)CCC3)nc2ccccc2c1=O	-18	4	1.5	-5
23	COc1ccc2[nH]c3c(c2c1)CCN1C(=O)N([C@@H](C)C(=O)NCc2ccccc2)C(=O)[C@]31C	-5	2	1.3	-10
24	CC1CN(C(=O)CCC(=O)N2CCCCC2)c2cc(Cl)ccc2O1 (centres undefined)	-11	4	-2.3	-8

#	CCR6 antagonist	APOBEC3A inh	GRIN3A LBD mod	EBI2 antag
13	-2	-4	-1	-7
14	15	2	4	0
15	2	3	1	-13
16	4	-2	-1	15
17	15	x	30*	4
18	26	87	-2	x
19	66*	-7	5	-14
20	4	-2	3	-28
21	-7	-6	-1	16
22	-1	7	0	-5
23	10	-4	1	-3
24	16	-3	0	-3

Four records picked at random from those above, as already listed:
#	SMILES	Gli-Sufu antag	CXCR6 inh	MPTP block	A3G deaminase
16	CCC(C)n1c(-c2cccc(S(=O)(=O)N(CC)CC)c2)n[nH]c1=S (centres undefined)	21	7	0.8	27
21	COc1cccc(C(=O)NNS(=O)(=O)c2ccc(C)cc2)c1	0	-9	0.1	-19
23	COc1ccc2[nH]c3c(c2c1)CCN1C(=O)N([C@@H](C)C(=O)NCc2ccccc2)C(=O)[C@]31C	-5	2	1.3	-10
20	O=C(CCN1CCOCC1)c1ccccc1	-6	-6	-0.2	-4

#	CCR6 antagonist	APOBEC3A inh	GRIN3A LBD mod	EBI2 antag
16	4	-2	-1	15
21	-7	-6	-1	16
23	10	-4	1	-3
20	4	-2	3	-28

The results go on:
#	SMILES	Gli-Sufu antag	CXCR6 inh	MPTP block	A3G deaminase
25	COc1ccc(C(=O)Nc2ccccc2NC(=O)c2ccc(OC)cc2)cc1	6	3	3.6	-1
26	O=C(CN1C(=O)c2cccnc2Oc2ccc(Cl)cc21)NCCC1=CCCCC1	31	2	-2.5	-3
27	O=C(Nc1nnc(C2CC2)o1)c1ccc(S(=O)(=O)N2CCCCC2)cc1	-1	6	-1.8	-6
28	CN(C)C(=O)c1c(C(F)(F)F)nn(C)c1Cl	-8	-2	-1.8	-2
29	O=C(Nc1ccc(N2CCN(C(=O)c3ccc(Cl)cc3)CC2)cc1)c1cc2ccccc2o1	25	-4	0.8	-2
30	C=CCN(CC=C)S(=O)(=O)c1ccc2nc(NC(=O)C(C)C)sc2c1	0	-14	-0.3	0
31	O=C(CNC(=O)c1ccc(Cl)cc1)NNc1c(F)c(F)cc(F)c1F	1	-7	-1.3	0
32	Cc1cnc(C(=O)Nc2ccc(N3CCN(C(=O)OC(C)(C)C)CC3)cc2)cn1	12	-5	27	-5
33	Cc1nn(CC(=O)NNC(=O)c2ccccc2F)c([N+](=O)[O-])c1Br	5	-10	4.3	-9
34	O=C(NCC1CCCO1)C(c1cccs1)N(Cc1ccccc1)C(=O)c1ccc(-c2ccccc2)[nH]1 (centres undefined)	6	5	6.3	-1
35	N#Cc1ccsc1NC(=O)CSc1ncnc2ccccc12	8	3	0.0	18
36	COc1ccc(CCC(=O)Nc2ccc(Cl)c(S(=O)(=O)N3CCOCC3)c2)cc1OC	31	-2	1.8	x

#	CCR6 antagonist	APOBEC3A inh	GRIN3A LBD mod	EBI2 antag
25	16	-1	-1	-1
26	-6	-9	0	-3
27	5	-3	0	7
28	3	4	1	-1
29	-3	-1	-11	6
30	10	-1	-20	-9
31	8	-1	1	6
32	1	-3	5	1
33	15	-4	1	2
34	-1	0	-1	12
35	12	8	-3	-5
36	7	x	1	-14

The list goes on.
#	SMILES	Gli-Sufu antag	CXCR6 inh	MPTP block	A3G deaminase
37	O=C(CCc1ccccc1)NNC(=O)c1cc(Cl)ccc1O	3	-2	0.4	-4
38	Cc1cc2nsnc2c(S(=O)(=O)NCC(=O)O)c1C	1	6	-0.6	4
39	CCN1C[C@@H]2[C@@H]3C(=O)N(C)C(=O)[C@@H]3[C@](C)(C1=O)N2C(=O)c1ccc(Br)cc1	-7	-5	-0.5	x
40	CN(c1ccccc1)c1nc(N)c([N+](=O)[O-])c(N2CCCCC2)n1	-8	-2	2.8	-2
41	COc1ccccc1C(=O)Nc1sc2c(c1C#N)CCC2	-35	-4	0.0	2
42	CCCCC(=O)Nc1ccc(C(=O)N2CCC(C(=O)OCC)CC2)cc1	2	-1	-0.7	-3
43	CCOc1ccc(NC(=O)c2cc(S(=O)(=O)N3CCCCC3)c[nH]2)cc1	0	-3	-2.6	-9
44	ClCc1nc2ccccc2n1Cc1ccccc1	1	3	0.9	0
45	CCC1(c2ccc(F)cc2)NC(=O)N(CC(=O)N2CC(=O)Nc3ccccc32)C1=O (centres undefined)	-8	3	-2.4	-10
46	O=C(CCC(=O)N(CC(=O)NC1CCCCC1)Cc1ccccc1)Nc1ccccn1	8	-1	1.3	1
47	Cc1sc2ncnc(Sc3ccccc3C(=O)Nc3ccccc3Cl)c2c1C	1	4	1.7	-4
48	CCc1ccc(N2C(=O)Nc3ccc(Br)cc3C2(O)C(=O)NCCN(C)C)cc1 (centres undefined)	-5	-6	-0.5	-9

#	CCR6 antagonist	APOBEC3A inh	GRIN3A LBD mod	EBI2 antag
37	5	2	1	4
38	-5	2	-1	1
39	5	x	4	-2
40	9	-5	1	2
41	-24	-9	5	-3
42	0	-1	3	2
43	-2	-1	-2	9
44	3	-3	-1	-2
45	1	-5	4	14
46	11	5	1	1
47	13	-2	-4	-13
48	2	-1	2	-7

Entries by screen from the entries so far.
GRIN3A LBD mod, entries 39 to 48 → 4, 1, 5, 3, -2, -1, 4, 1, -4, 2
A3G deaminase, entries 39 to 48 → x, -2, 2, -3, -9, 0, -10, 1, -4, -9
APOBEC3A inh, entries 39 to 48 → x, -5, -9, -1, -1, -3, -5, 5, -2, -1

A different layout for 2 compounds above:
entry	structure	Gli-Sufu antag	CXCR6 inh	MPTP block	A3G deaminase	CCR6 antagonist	APOBEC3A inh	GRIN3A LBD mod	EBI2 antag
31	O=C(CNC(=O)c1ccc(Cl)cc1)NNc1c(F)c(F)cc(F)c1F	1	-7	-1.3	0	8	-1	1	6
32	Cc1cnc(C(=O)Nc2ccc(N3CCN(C(=O)OC(C)(C)C)CC3)cc2)cn1	12	-5	27	-5	1	-3	5	1

The list continues.
#	SMILES	Gli-Sufu antag	CXCR6 inh	MPTP block	A3G deaminase
49	Cc1ccc(NC(=O)c2ccc(COc3ccccc3)o2)nc1	-6	-6	0.1	-9
50	CCc1ccc(NC(=O)CSc2nc3cc(C(=O)OC)ccc3c(=O)n2CC2CCCO2)cc1 (centres undefined)	11	1	8.5	1
51	Cc1ccc(-n2nc3c4c(cccc4c2=O)-c2ccccc2-3)cc1	6	3	2.7	-5
52	Cn1nc(-c2ccccc2)cc1NC(=O)c1cccs1	-1	13	2.4	-4
53	Cc1cccc(C(=O)NCCC(=O)N2CCc3ccccc3C2)c1	-4	-15	-0.8	-5
54	COc1ccc(CCC(=O)Nc2nnc(C)s2)cc1	-2	-4	1.4	-2
55	O=C(CCS(=O)(=O)c1cccc2nonc12)NCc1ccc(Cl)cc1	-9	-1	-0.1	-9
56	Cc1ccc(Oc2ccc(OCC(=O)Nc3ccncc3)cc2)cc1	x	-5	108*	2
57	CCCSc1nc2c(cnn2-c2ccccc2)c(=O)n1N	-78	4	4.2	-9
58	CCCCN(C(=O)c1ccc(S(=O)(=O)N(CC)CC)cc1)c1c(N)n(CCC)c(=O)[nH]c1=O	-8	-8	-0.8	-11
59	Cc1ccc2c(c1)N(CC(=O)N1CCCCCC1)C(=O)CO2	34	-3	0.2	-2
60	CC(=O)Nc1ccc(S(=O)(=O)N2CCN(C(=O)c3ncoc3-c3ccccc3F)CC2)cc1	-7	-13	-1.5	-5

#	CCR6 antagonist	APOBEC3A inh	GRIN3A LBD mod	EBI2 antag
49	11	-4	3	-4
50	-12	6	2	14
51	5	-1	3	7
52	-2	-2	0	-4
53	3	-1	0	2
54	2	0	-2	-4
55	9	2	1	3
56	x	2	x	-10
57	-3	-4	1	-6
58	10	-1	-1	-2
59	-6	2	-4	14
60	2	-2	0	-5
